Assay outcomes (PubChem BioAssay)
TR SRC2 fluor cs = Total Fluorescence Counterscreen for Inhibitors of the Interaction of Thyroid Hormone Receptor and Steroid Receptor Coregulator 2. TRb/SRC2 Texas Red total fluorescence interference. Potency, µM (top dose mostly 106 µM), without a hit: top-dose fluorescence change, negative = quenching. 280,000 tested, 0.29% active; active means well fitted curve in either direction with a large enough effect; inconclusive means small, poorly fitted or top-dose-only effect; further: on the % scale 0 is the no-effect control and ±100 the full control effect
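Human TRβ ligand-binding domain (0.6 uM) and Texas Red SRC2 peptide (20 nM) in Tris buffer with 1 uM T3 and 5% DMSO were incubated with pinned compound for 5 hr at ambient temperature. Total fluorescence was computed as S + 2P (555/632 nm).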
Tau FP inhib = qHTS for Inhibitors of Tau Fibril Formation, Fluorescence Polarization; 280,000 tested, 0.39% active; AID 1468, 2008; Potency, µM (top dose mostly 57.7 µM), for the others: at the top dose activity, negative = inhibition, actives largely listed as inhibitors; K18 P301L tau heparin fibrillization, Alexa594 FP, 6 h; Microtubule-associated protein tau (Homo sapiens), P10636; further: on the % scale 0 is the no-effect control and ±100 the full control effect; nearly all actives have a fitted effect of over 55% in size
Target sequence (P10636 561-689 P618L limits assumed): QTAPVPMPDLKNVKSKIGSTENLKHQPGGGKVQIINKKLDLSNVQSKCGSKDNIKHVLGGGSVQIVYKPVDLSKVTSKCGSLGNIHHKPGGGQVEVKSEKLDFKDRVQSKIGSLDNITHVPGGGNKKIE
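Quantitative HTS format: compounds meet 15 uM recombinant K18 P301L tau and Alexa 594-tau tracer in 100 mM sodium acetate pH 7; 20 uM heparin triggers fibrillization at 37 C over 6 hr; FP gives the signal.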
HTT ATP protect = qHTS Multiplex Assay to Identify Dual Action Probes in a Cell Model of Huntington: Cytoprotection (ATP) | 230,000 tested, 0.14% active | Potency, µM (titrated, usually from 56.4 µM), without a hit: cytoprotection (ATP increase), hits mostly activators | PC12 HTT-Q103 induced, cytoprotection, ATP luminescence, 40 h;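 further: % of control where 0% means no effect; nearly all actives have a fitted effect of over 45% in size; toxic huntingtin expression switched on by the ecdysone agonist tebufenozide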
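Quantitative HTS on tebufenozide-induced (100 nM) PC12 cells expressing HTTQ103 exon 1–GFP; compounds tested as a concentration series; survival measured via cellular ATP.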
TRb-SRC2 inh = qHTS for Inhibitors of the Interaction of Thyroid Hormone Receptor and Steroid Receptor Coregulator 2. Thyroid hormone receptor beta (Homo sapiens), P10828. TRbeta-SRC2 peptide binding, fluorescence polarization; receptor liganded with 1 µM T3. Potency, µM (top dose mostly 106 µM), for inactives: top-dose activity change, negative = inhibition, usual class: inhibitors. 280,000 tested, 0.065% active;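 further: plate controls were bound peptide for no effect and peptide without receptor for full effect; nearly all actives have a fitted effect of over 50% in size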
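Fluorescence polarization of 20 nM Texas Red SRC2 peptide (20-aa NR interaction domain) bound to 0.6 uM human TRb ligand-binding domain, with 1 uM T3, after 5 hr at ambient temperature; inhibition seen as decreased polarization.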
Tau ThT inhib = qHTS for Inhibitors of Tau Fibril Formation, Thioflavin T Binding | Microtubule-associated protein tau (Homo sapiens), P10636 | 270,000 tested, 2.1% active | recombinant tau K18 P301L, heparin-induced fibrillization, ThT fluorescence | Potency, µM (doses to about 57.4 µM), for the others: at the highest dose activity, negative = inhibition, hits mostly inhibitors; further: on the % scale 0 is the no-effect control and ±100 the full control effect; nearly all actives have a fitted effect of over 55% in size
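Using a mix of unlabeled (15 uM) and Alexa 594-labeled (0.24 uM) tau K18 P301L, heparin-triggered fibrillization over 6 hr at 37 C was scored by ThT fluorescence.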
RECQ1 helicase = qHTS Assay for Inhibitors of RecQ-Like Dna Helicase 1 (RECQ1). RECQ1 DNA unwinding, red fluorescence kinetic read. Potency, µM (titrated, usually from 57.3 µM), without a hit: at the top dose activity, negative = inhibition, most hits filed as inhibitors. ATP-dependent DNA helicase Q1 (Homo sapiens), P46063. 240,000 tested, 0.54% active;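 further: plate controls were vehicle for no effect and no enzyme for full effect; nearly all actives have a fitted effect of over 30% in size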
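RECQ1T1 50 nM; forked duplex (20 bp + 30-nt ss tails) 200 nM, ATP 2 mM final; pH 8.0, 2 mM MgCl2, 2.5 ug/ml poly(dI-dC); 15 min compound preincubation; discontinuous kinetic read over 2 h at RT.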
Tau fluor cs = Counterscreen qHTS for Inhibitors of Tau Fibril Formation, Fluorescence Polarization. tau K18 P301L (four-repeat tau fragment) Alexa594 fluorescence, heparin fibrillization. Potency, µM (titrated, usually from 57.7 µM), for inactives: at the top dose activity change, negative = decrease. 280,000 tested, 0.93% active; further: on the % scale 0 is the no-effect control and ±100 the full control effect; nearly all actives have a fitted effect of over 55% in size
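Human K18 P301L tau (15 uM unlabeled plus 0.24 uM Alexa 594-labeled, final) in 100 mM sodium acetate pH 7 was mixed with compound and 20 uM heparin and incubated 6 hr at 37 C.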
L3MBTL1 block = qHTS Assay for the Inhibitors of L3MBTL1 | AlphaScreen L3MBTL1–H3K9me1 peptide binding | Potency, µM (titrated, usually from 57.1 µM), for inactives: at the highest dose activity, negative = inhibition, most hits filed as inhibitors | 230,000 tested, 0.66% active | AID 485360, 2010; further: on the % scale 0 is the no-effect control and ±100 the full control effect; nearly all actives have a fitted effect of over 60% in size
Target sequence (Q9Y468 whole entry, looked up): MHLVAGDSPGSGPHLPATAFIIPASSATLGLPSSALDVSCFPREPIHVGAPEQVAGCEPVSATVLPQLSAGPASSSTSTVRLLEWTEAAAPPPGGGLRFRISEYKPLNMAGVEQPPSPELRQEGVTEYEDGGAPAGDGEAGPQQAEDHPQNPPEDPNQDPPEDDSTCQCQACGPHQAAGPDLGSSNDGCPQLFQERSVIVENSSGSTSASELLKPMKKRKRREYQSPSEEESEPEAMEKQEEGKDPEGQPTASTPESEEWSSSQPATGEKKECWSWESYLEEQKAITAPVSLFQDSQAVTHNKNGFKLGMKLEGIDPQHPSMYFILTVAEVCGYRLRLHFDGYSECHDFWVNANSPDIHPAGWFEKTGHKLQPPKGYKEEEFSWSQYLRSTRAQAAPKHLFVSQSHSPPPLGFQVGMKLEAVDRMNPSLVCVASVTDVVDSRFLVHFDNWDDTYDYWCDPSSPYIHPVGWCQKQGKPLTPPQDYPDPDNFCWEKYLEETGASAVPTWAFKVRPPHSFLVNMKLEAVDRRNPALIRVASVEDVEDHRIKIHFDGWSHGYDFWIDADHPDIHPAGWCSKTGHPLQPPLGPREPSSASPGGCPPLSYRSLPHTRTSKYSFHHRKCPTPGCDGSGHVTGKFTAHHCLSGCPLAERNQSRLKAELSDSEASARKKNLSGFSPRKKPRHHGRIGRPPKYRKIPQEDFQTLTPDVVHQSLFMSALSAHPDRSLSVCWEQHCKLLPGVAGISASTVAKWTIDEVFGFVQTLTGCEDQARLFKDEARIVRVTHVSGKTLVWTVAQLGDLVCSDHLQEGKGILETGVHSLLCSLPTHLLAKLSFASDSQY
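First, the protein-peptide complex forms for 30 min at room temperature (L3MBTL1 50 nM, biotinylated H3K9me1 peptide 75 nM). Next, compounds are pin-transferred and incubated 30 min. Finally, AlphaScreen beads are added and read after 30 min.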
Numbers without * were called inactive; i = inactive; ? = inconclusive; · = not tested or not shown; [ ] = remark or other dose. Unless noted, the call rests on the fitted dose curve; in most records, active means well fitted curve in the direction sought with a large enough effect; inconclusive means small, poorly fitted or top-dose-only effect, or another doubt; inactive means no such curve, though single readings can be large; an effect the other way counts as inactive or inconclusive. Potency means the concentration at half of the fitted maximal effect. The list is partial; the hit share may differ from the screen's.

SMILES	TR SRC2 fluor cs	Tau FP inhib	HTT ATP protect	TRb-SRC2 inh	Tau ThT inhib	RECQ1 helicase	Tau fluor cs	L3MBTL1 block
CC(=O)N1CCc2cc(S(=O)(=O)NC(Cc3ccccc3)C(=O)Nc3cc(C)ccc3C)ccc21 (configuration not stated)	0%	-8%	·	-5%	-8%	·	-19%	·
O=C(/C=C\c1ccc2c(c1)OCO2)Nc1nnc(SCC(=O)OCc2ccccc2)s1	1%[53 µM]	-3%	-17%[10 µM]	10%[53 µM]	1%	-1%	-2%	1%
CCn1c(=O)n(CC(=O)N(C)Cc2ccccc2)c(=O)c2ccccc21	2%	5%	13%[10 µM]	-24%	3%	-14%	-1%	2%
COc1ccc(-c2nc(NC(=O)c3ccc(OCC(=O)N4CCOCC4)c(OC)c3)sc2C)cc1	-4%	7%	-4%[10 µM]	-3%	?	0%	-25%	-6%
O=C(CSc1nc2ccccc2[nH]1)Nc1nc(-c2cccc(Br)c2)cs1	-2%	14µM*	-5%[10 µM]	7%	-11%	-14%	?	-4%
N#Cc1c(NC(=O)c2nc3ncccn3n2)sc2c1CCCCC2	-4%	2%	-39%[10 µM]	-7%	?	-4%	-16%	-7%
Cc1ccccc1-n1nnnc1SCc1ncc(-c2ccccc2)o1	-1%	0%	-29%	7%	?	-17%	-16%	3%
CCCCCCCCn1c2c(c(=N)c3ccccc31)CCC2	0%	-1%[2.34 µM]	-22%[10 µM]	2%	6%	-7%	9%	1%
CN(Cc1ccccc1)Cc1c(F)cccc1F	-4%	-3%	-5%[10 µM]	-9%	-14%	-2%	-2%	-14%
CCCCCCCCCCCCC/C=C/[C@@H](O)C(CO)NC(C)=O (some centres not stated)	-4%	-6%	-29%	-2%	-2%	-13%	-8%	·
O=C1CC(c2ccc(S(=O)(=O)Nc3cc(C(F)(F)F)cc(C(F)(F)F)c3)cc2)CN1 (configuration not stated)	-1%	5%	16%	7%	-1%	-6%	-17%	·
Cc1nc2ccc(NC(=O)c3nn(CC(C)C)c(=O)c4ccccc34)cc2s1	-8%	-6%	-17%[1.9 µM]	5%	-11%	-4%	-15%	8%
CCOc1ccc(NC(=O)c2nc3nc(C)cc(C(F)F)n3n2)cc1	-14%	-8%	·	5%	-17%	·	-10%	·
Cc1nc(Cl)c(C(=O)NC(=O)Nc2cccc(C(F)(F)F)c2)c(C)c1[N+](=O)[O-]	1%	3%	-21%[10 µM]	-16%	-5%	i	-5%	16%
O=C(Nc1ccc(C2CCCCC2)cc1)C1CCN(c2ncccn2)CC1	-2%	-2%	-8%[10 µM]	6%	4%	-3%	-1%	-5%
Cc1ccc(S(=O)(=O)CCC(=O)OCC(=O)c2c(C)[nH]c3ccccc23)cc1	-2%	-15%	-6%[10 µM]	-1%	-2%	-3%	-27%	9%
Cc1cc(NS(=O)(=O)c2ccc(NC(=O)COc3ccccc3Cl)cc2)no1	-3%	4%	6%	-9%	1%	-5%	4%	6%
COc1ccc(-c2nc(C)sc2CC(=O)O)cc1OC	-6%	?	19%	-9%	-16%	-13%	-4%	5%
CC(C)(C)NC(=O)C(c1ccncc1)N(C(=O)c1csnn1)c1cccc2ccccc12 (configuration not stated)	0%	3%	-3%[10 µM]	-5%	0%	i	3%	5%
Cc1cccc(NC(=O)c2ccc(-n3c(C)nnc3C)cc2)c1	7%	-1%	·	-2%	-7%	·	-8%	·
COc1ccc(CNS(=O)(=O)NCc2ccccc2)cc1	-1%	0%	-4%	-2%	1%	1%	-1%	-11%
COC(=O)c1cc2sc(Cl)cc2n1CC(=O)N1CCCc2ccccc21	·	-3%	-35%	·	0%	-24%	-8%	0%
Cc1ccc2c(c1)NC(=O)C(CC(=O)O)O2 (configuration not stated)	-1%	-6%	-3%	-11%	-7%	-11%	-5%	·
O=S(=O)(NCCc1csc(-c2cccnc2)n1)c1cccs1	0%	-7%	7%	7%	-20%	0%	-9%	0%
Cc1ccccc1NC(=O)c1snc2c(=O)[nH]cnc12	-4%	-4%	·	10%	5%	2%	3%	-5%
CCN(CC)CCOC(=O)c1cccc2c1-c1ccccc1C2O (configuration not stated)	0%	3%	-1%[10 µM]	6%	-11%	14%	-11%	2%
C[C@@H]1NC(=O)c2cc([N+](=O)[O-])cc(I)c2NCCCC[C@@H](C(N)=O)NC(=O)[C@H](CC(N)=O)NC1=O	-1%	-10%	·	-11%	?	i	-27%	2%
CCC/C=N/NC(=O)c1ccccc1O	-5%	2%	-4%[10 µM]	4%	-16%	i	-11%	6%
Cc1cc(C)n(-c2nc3ccccc3nc2Nc2ccc(Cl)cc2Cl)n1	?	-8%	·	-8%	-7%	·	-14%	·
O=C(NC(=S)Nc1ccccc1C(=O)O)c1ccc2ccccc2c1	0%	-6%	1%[10 µM]	-4%	-4%	-11%	2%	-4%
Cc1cccc2c1N(CC(=O)OC(C)C)C(=O)C2=O	-1%	5%	9%[10 µM]	3%	-4%	-2%	1%	5%
CCOC(=O)c1c(NC(=S)NC)sc2c1CC(C)(C)SC2	-1%	-8%	11%[10 µM]	-7%	?	-14%	-24%	10%
Cc1nc(C)c(C(=O)O)s1	-4%	-2%	-4%[10 µM]	-1%	-7%	-10%	0%	·
CCn1cc(C(=O)O)c(=O)c2cnc(N3CCN(C(=S)NC(=O)c4ccccc4)CC3)nc21	0%	-4%	-1%[10 µM]	-3%	-9%	7%	-4%	0%
COC(=O)CN=C1OC(=O)N2C(=O)C3=C4C(C[C@H]5C(=O)N(c6ccccc6)C(=O)[C@H]5[C@H]4[C@@]12Cc1ccccc1)[C@H]1C(=O)N(c2ccccc2)C(=O)[C@H]1[C@H]3C (some centres not stated)	-3%	4%	-5%	1%	-1%	-6%	-4%	·
COc1cc(S(=O)(=O)Nc2ccccc2C)ccc1Cl	-1%	5%	8%[0.074 µM]	-13%	-4%	-5%	-6%	·
CCCOc1ccc(C2/C(=C(\O)c3c(C)[nH]c(C(=O)OC)c3C)C(=O)C(=O)N2CCN(C)C)cc1 (configuration not stated)	-4%	5%	3%	1%	-7%	i	2%	-4%
Cc1ccc(C)c(S(=O)(=O)Nc2cc(SCC(=O)O)c(O)c3ccccc23)c1	-22%	7.9µM*	-2%[10 µM]	?	3.5µM*	0%	?	?
COCCNC(=O)CCCn1c(=O)c2cc(OC)c(OC)cc2n(CC(=O)c2ccc(Cl)cc2)c1=O	1%	3%	-14%	6%	-4%	-3%	-4%	·
O=C(NC1CCCCC1)c1ccc2c(c1)N(Cc1ccccc1Cl)C(=O)c1ccccc1S2	?	-12%	·	-13%	-3%	·	-3%	·
O=C(CSc1nc(=O)n(Cc2ccco2)c2c1CCC2)NCc1ccccc1Cl	0%	-6%	·	4%	-2%	·	-4%	·
COc1cc(/C=C/C(=O)O)cc(S(=O)(=O)Nc2ccccc2Oc2ccccc2)c1OC	-1%	0%	7%[10 µM]	6%	·	-3%	-20%	·
CC(=O)N1CC(=O)N=C1SCC(=O)Nc1nc(-c2ccccc2)c(-c2ccccc2)s1	1%	?	4%[10 µM]	-11%	?	-4%	-25%	-18%
CC(C)CCNC(=O)C1CCC(=O)N1C(C)C (configuration not stated)	-6%	-9%	-7%	-2%	3%	-14%	-2%	9%
CCn1c(SC(C)C(=O)NC2CCCc3ccccc32)nnc1-c1cccs1 (configuration not stated)	1%	-1%	6%	3%	-12%	-10%	-10%	·
Cc1nc(CSc2nnc(Nc3cccc(C)c3C)s2)cs1	-2%	-6%	-10%[10 µM]	-9%	-4%	1%	-5%	0%
O=C(Cn1nc(C(=O)O)c2ccccc2c1=O)NCCC1=CCCCC1	-7%	12%	0%[10 µM]	3%	-2%	1%	4%	-2%
CCCOc1ccc(C(=O)O/N=C(\CC)c2ccc(C)cc2)cc1	?	9%	5%[10 µM]	2%	?	-1%	-7%	43%[activator]
O=C(C[n+]1ccc(/C=C/c2ccccc2)cc1)c1ccc2c(c1)OCCO2	-1%	-2%	-9%[10 µM]	-5%	?	-3%	-7%	-16%
COc1cc(C(=O)Nc2ccc(C)cc2)c(-n2cnnn2)cc1OC	1%	6%	-12%[10 µM]	-1%	0%	-8%	-7%	-2%
CCOC(=S)N/C(=N\S(=O)(=O)c1ccc(C)cc1)c1ccccc1	-1%	-3%	22%[10 µM]	-5%	-3%	i	-1%	1%

Record cards (already shown). Screens in order: TR SRC2 fluor cs	Tau FP inhib	HTT ATP protect	TRb-SRC2 inh	Tau ThT inhib	RECQ1 helicase	Tau fluor cs	L3MBTL1 block
CCOC(=S)N/C(=N\S(=O)(=O)c1ccc(C)cc1)c1ccccc1 reads -1%	-3%	22%[10 µM]	-5%	-3%	i	-1%	1%
CCCOc1ccc(C(=O)O/N=C(\CC)c2ccc(C)cc2)cc1 reads ?	9%	5%[10 µM]	2%	?	-1%	-7%	43%[activator]
CC(C)CCNC(=O)C1CCC(=O)N1C(C)C (configuration not stated) reads -6%	-9%	-7%	-2%	3%	-14%	-2%	9%
O=C(CSc1nc(=O)n(Cc2ccco2)c2c1CCC2)NCc1ccccc1Cl reads 0%	-6%	·	4%	-2%	·	-4%	·
O=C(Cn1nc(C(=O)O)c2ccccc2c1=O)NCCC1=CCCCC1 reads -7%	12%	0%[10 µM]	3%	-2%	1%	4%	-2%
